CHRM5 agonist = human M5 muscarinic receptor agonists, primary screen, CHO-K1 cells, Fluo-8 calcium fluorescence. Muscarinic acetylcholine receptor M5 (Homo sapiens), P08912. CHO-K1 hM5 cells; 0% DMSO wells, 100% maximal acetylcholine response. activation, % at 3 µM. 360,000 compounds, 0.19% hits. AID 624037, 2012;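 active = activation above the run's mean over test compounds plus 3 SD, cut at about 23% in these data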;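 note: signal is peak over basal fluorescence ratio across the kinetic read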
Target sequence (P08912 whole entry, looked up): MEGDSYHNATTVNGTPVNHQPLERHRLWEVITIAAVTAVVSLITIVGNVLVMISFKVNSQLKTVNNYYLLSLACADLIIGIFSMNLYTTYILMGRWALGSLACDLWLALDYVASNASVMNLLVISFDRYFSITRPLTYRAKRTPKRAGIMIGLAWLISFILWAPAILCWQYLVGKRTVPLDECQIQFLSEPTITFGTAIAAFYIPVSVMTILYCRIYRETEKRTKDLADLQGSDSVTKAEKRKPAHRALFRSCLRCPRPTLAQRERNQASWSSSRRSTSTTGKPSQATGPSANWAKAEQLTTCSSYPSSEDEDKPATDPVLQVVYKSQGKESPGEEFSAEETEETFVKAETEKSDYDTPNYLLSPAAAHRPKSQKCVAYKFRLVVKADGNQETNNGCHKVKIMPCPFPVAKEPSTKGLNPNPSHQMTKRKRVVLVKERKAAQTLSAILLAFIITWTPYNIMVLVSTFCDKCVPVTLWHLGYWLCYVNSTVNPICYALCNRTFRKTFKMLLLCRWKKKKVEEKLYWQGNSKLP
CHRM4 antagonist = human M4 muscarinic receptor antagonists, primary screen, CHO cells, Fluo-8 calcium fluorescence; CHO-hM4 cells, ACh EC80; Muscarinic acetylcholine receptor M4 (Homo sapiens), P08173; inhibition, % at 3 µM; 360,000 compounds, 0.73% hits;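 active = inhibition above its plate's cutoff, the mean inhibition of sample wells plus 3 SD, cut at about 27% in these data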;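 note: 0% = acetylcholine EC80 with DMSO and 100% = DMSO without agonist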
CHRM5 PAM = human M5 muscarinic receptor positive allosteric modulators, primary screen, CHO-K1 cells, Fluo-8 calcium fluorescence; CHO-K1 hM5, ACh EC20 PAM; 0% = ACh EC20, 100% = ACh EC100; activation, % at 3 µM; 360,000 compounds, 0.3% hits;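 active = activation above the run cutoff, the mean activation of all test compounds plus 3 SD, cut at about 18% in these data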
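Test system: CHO-K1 hM5 cells / Doses: single-point, 3 µM nominal / Times: Post-acetylcholine fluorescence recording 140 s / Technique: Fluo-8 calcium fluorescence / Measure: Max/basal fluorescence ratio as % of EC20–EC100 ACh window / Benchmarks: low control EC20 acetylcholine (0%), high control EC100 acetylcholine (100%) / Replicates: one well per compound, no replicates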
CRFR2-BP ag = agonists of CRF-BP/CRF-R2 complex, primary screen, cell-based, HEK293, calcium dye fluorescence, uHTS. CRF-binding protein / CRF receptor 2 complex (human). calcium dye fluorescence (FLIPR); percent of saturating CRF peptide response. activation, % at 13.2 µM. 350,000 compounds, 0.46% hits. AID 588473, 2011;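 active = activation of at least 50%, plus an integration ratio under a set limit after plate pattern correction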;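 note: plate controls were neutral control wells without compound for no effect and CRF at EC100 for full effect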
M4 ag = human M4 muscarinic receptor agonists, primary screen, CHO-K1 cells, Fluo-8 calcium fluorescence | CHO-K1 hM4/Gqi5; vehicle 0%, full acetylcholine response 100% | activation, % at 3 µM | 360,000 compounds, 0.14% hits | AID 624127, 2012;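 active = activation above the run mean over all test wells plus 3 SD, cut at about 32% in these data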;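 note: peak over basal fluorescence ratio per well then scaled between controls; 0% = DMSO wells and 100% = acetylcholine at EC100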
M4 PAM = human M4 muscarinic receptor positive allosteric modulators, primary screen, CHO-K1 cells, Fluo-8 calcium fluorescence; Muscarinic acetylcholine receptor M4 (Homo sapiens), P08173; CHO-K1 hM4/Gqi5, ACh EC20; 0% = ACh EC20, 100% = maximal ACh; activation, % at 3 µM; 360,000 compounds, 0.4% hits; AID 624126, 2012;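 active = activation above its plate's cutoff, the mean activation of sample wells plus 3 SD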; note: some results filed as inactive read as strong as hits
CHRM1 antagonist = human M1 muscarinic receptor antagonists, primary screen, CHO-K1 cells, Fluo-8 calcium fluorescence, 1536-well. Muscarinic acetylcholine receptor M1 (Homo sapiens), P11229. CHO-K1 hM1, ACh EC80 antagonist. inhibition, % at 3 µM. 360,000 compounds, 1.3% hits. AID 588852, 2011;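 active = percent inhibition above its own plate's cutoff, namely the mean of that plate's compound wells plus 3 SD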;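 note: peak over basal fluorescence ratio during 140 s after agonist addition; 0% = ACh EC80 plus DMSO and 100% = DMSO alone without agonist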
Target sequence (P11229 whole entry, looked up): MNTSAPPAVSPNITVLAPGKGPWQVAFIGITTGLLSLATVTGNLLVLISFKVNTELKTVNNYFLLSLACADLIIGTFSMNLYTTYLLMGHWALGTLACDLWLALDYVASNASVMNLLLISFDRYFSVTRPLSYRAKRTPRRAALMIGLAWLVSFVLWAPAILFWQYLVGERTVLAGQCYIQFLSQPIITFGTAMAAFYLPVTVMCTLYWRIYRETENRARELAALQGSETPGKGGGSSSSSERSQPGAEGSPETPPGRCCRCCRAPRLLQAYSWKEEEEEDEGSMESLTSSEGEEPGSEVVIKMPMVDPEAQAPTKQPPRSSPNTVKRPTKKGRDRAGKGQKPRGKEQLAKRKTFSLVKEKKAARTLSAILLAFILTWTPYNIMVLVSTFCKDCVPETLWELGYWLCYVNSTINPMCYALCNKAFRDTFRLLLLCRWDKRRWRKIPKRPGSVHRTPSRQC
CHRM5 antagonist = human M5 muscarinic receptor antagonists, primary screen, CHO cells, Fluo-8 calcium fluorescence; AID 624040, 2012; Muscarinic acetylcholine receptor M5 (Homo sapiens), P08912; inhibition, % at 3 µM; 360,000 compounds, 0.59% hits; CHO-hM5 cells, ACh EC80;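 active = inhibition above a per-plate cutoff, the mean of that plate's test compounds plus 3 SD, cut at about 27% in these data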;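 note: 0% = acetylcholine EC80 with DMSO and 100% = DMSO without agonist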
CHRM1 PAM = human M1 muscarinic receptor positive allosteric modulators, primary screen, CHO-K1 cells, Fluo-8 calcium fluorescence, 1536-well. Muscarinic acetylcholine receptor M1 (Homo sapiens), P11229. CHO-K1 hM1, ACh EC20; 0% = ACh EC20, 100% = maximal ACh. activation, % at 3 µM. 360,000 compounds, 0.088% hits; in the data active = activation above about 19%, passing the limit was not always enough
Numbers without * were called inactive; x = not tested or not shown.

CHRM5 agonist,CHRM4 antagonist,CHRM5 PAM,CRFR2-BP ag,M4 ag,M4 PAM,CHRM1 antagonist,CHRM5 antagonist,CHRM1 PAM,Molecule
1,-8,5,-1.1,2,8,-13,2,9,O=C(CSc1nnc(NC(=O)c2ccco2)s1)Nc1cccc(F)c1
1,-11,3,2.0,1,4,5,-2,1,Cc1cc(C(=O)CN2C(=O)NC3(CCCCCC3)C2=O)c(C)n1C
1,0,-6,2.3,0,-7,10,0,2,CSc1ccc(S(=O)(=O)Nc2ccc3c4c(cccc24)CC3)cc1
3,-10,-4,-0.7,4,-4,14,-2,1,O=C(NC1CCCCC1)c1ccc(S(=O)(=O)NCc2cccnc2)cc1
0,9,-2,-0.7,0,-2,12,3,3,C=CCNC(=O)CCCCC(=O)NCC=C
4,-4,-4,0.6,2,-3,-9,7,3,S=c1[nH]c2ccccc2n1CCc1ccncc1
-3,5,2,-0.2,0,10,-14,3,0,Cc1[nH]c2ccccc2c1C(=O)CN1CCC(C(N)=O)(N2CCCCC2)CC1
-2,-10,-3,-3.7,-1,-6,-7,23,1,CCN(CC)S(=O)(=O)c1cc(Br)c(C)cc1OC
-2,11,-12,2.8,8,-10,23,14,-7,O=C(Nc1nc(-c2ccc(S(=O)(=O)N3CCCCCC3)cc2)cs1)c1ccccc1
1,-8,-1,0.3,0,10,-19,0,14,Cc1cc(NC(=O)CSc2nnc(C)c(=O)[nH]2)no1
0,4,-5,-2.2,3,-5,5,3,-5,CSc1nc(C)cc(OCC(=O)N/N=C/c2ccccc2O)n1
-3,7,5,0.6,3,0,-22,4,11,CN1CCN(c2nnc(-c3ccc(F)cc3)c3ccccc23)CC1
-1,-2,3,-2.0,2,5,-6,2,4,Cc1ccc(S(=O)(=O)N2CCC(C(=O)OCC(=O)N3CCC(C)CC3)CC2)cc1C
0,-3,-2,140*,1,6,-11,-5,14,COc1cccc(/C(O)=C/c2nc3ccc(C(=O)NCCc4ccc(Cl)cc4)cc3[nH]c2=O)c1
4,4,-5,0.9,5,3,-3,15,13,O=C(O)/C(CC(=O)c1ccc(Cl)cc1)=N/Nc1ccc([N+](=O)[O-])cc1[N+](=O)[O-]
1,13,-11,-0.3,11,-21,7,2,-4,O=C(CSc1ccccc1C(=O)NCc1ccccc1)NC1CCCCCCC1
-2,0,-2,-2.6,0,11,-7,0,11,COc1ccc(N2C(=O)C3CCCN3C2c2cccc(F)c2)cc1Cl (stereo not given)
4,-7,-1,-1.0,1,6,-8,-6,12,O=S1(=O)CCN=C2SC3=C(CCCC3)N21
-3,5,-4,-1.4,-1,-8,0,4,1,CCC(C)NC(=O)Cn1c(=O)n(CCCCCC(=O)Nc2ccccc2)c(=O)c2sccc21 (stereo not given)
0,-1,-3,-1.2,0,4,-8,1,8,CC/C(=N\NC(=O)c1ccc(Br)cc1)c1ccccc1
-5,-10,-8,0.1,0,-2,0,13,5,CCCn1nc(NC(=O)CC)c2cc3cccc(C)c3nc21
1,-8,8,-0.8,2,6,-17,12,13,CCOC(=O)N1CCN(S(=O)(=O)c2ccc3c(c2)NC(=O)CO3)CC1
-2,3,-3,-0.2,2,-6,-12,0,9,OCc1nc2ccccc2n1C/C=C/c1ccccc1
4,0,3,-2.2,1,16,-7,0,9,Cc1cc(C(=O)NCC(=O)OCC(=O)NCC2CCCO2)ccc1[N+](=O)[O-] (stereo not given)
-2,0,-2,0.8,0,6,0,2,12,Cc1cccc(NC(=O)CNC(=O)CN2C(=O)NC3(CCc4ccccc43)C2=O)c1C (stereo not given)
-2,7,0,-2.8,0,13,-5,-4,5,COc1ccc2[nH]c(=O)c(CN(C(=O)NC3CCCCC3)C3CCCCC3)cc2c1
-2,-12,0,-1.3,-2,3,-3,-5,1,CCOc1ccc(OCC)c(NC(=O)c2ccc(CNc3c(N4CCOCC4)c(=O)c3=O)cc2)c1
-1,3,-4,-1.3,1,-3,-9,1,-1,COc1ccc(CNC(=O)CN(c2cc(C)cc(C)c2)S(=O)(=O)c2c(C)noc2C)cc1
1,-2,-1,-1.6,2,-4,-7,-9,5,CCN(CC(=O)Nc1cccc(C(C)=O)c1)S(=O)(=O)c1ccccc1
-1,-6,-10,-4.7,4,0,2,-1,1,CCOC(=O)c1cc(-c2ccccc2)n(CC(=O)N2CCCC2)c1C

Part of the list above, limited to M4 PAM and CHRM1 antagonist.
| molecule | M4 PAM | CHRM1 antagonist |
| --- | --- | --- |
| CCC(C)NC(=O)Cn1c(=O)n(CCCCCC(=O)Nc2ccccc2)c(=O)c2sccc21 (stereo not given) | -8 | 0 |
| CC/C(=N\NC(=O)c1ccc(Br)cc1)c1ccccc1 | 4 | -8 |
| CCCn1nc(NC(=O)CC)c2cc3cccc(C)c3nc21 | -2 | 0 |

(continued)
CHRM5 agonist,CHRM4 antagonist,CHRM5 PAM,CRFR2-BP ag,M4 ag,M4 PAM,CHRM1 antagonist,CHRM5 antagonist,CHRM1 PAM,Molecule
2,3,-1,0.2,9,10,-7,11,5,Cc1cccc(NC(=O)CSCC(=O)N2CCN(c3cccc(C(F)(F)F)c3)CC2)c1
0,-4,3,1.5,4,4,3,-11,3,Cc1ccc(C(=O)N/N=C\c2c(C)nn(-c3ccccc3)c2Cl)cn1
1,5,-2,-0.3,1,-9,-1,8,0,Cc1cc(C)n(CCN(C)c2nc3nonc3nc2N2CCCCC2)n1
0,3,-13,1.3,15,-15,4,11,-1,Cc1nnsc1-c1nnc(SCC(=O)c2ccc(F)cc2)n1C1CC1
3,-3,4,-1.6,1,6,-12,-3,10,Cc1ncc[nH]1
-6,-8,-1,0.2,0,9,-13,5,20,CC(C)(C)c1ccc(C(=O)NCCC(=O)N2CCCC2)cc1
0,-7,-1,37,0,-2,-3,3,-2,COc1ccc(Cc2noc(=O)[nH]2)cc1
1,1,2,2.0,0,16,-28,5,2,CC(C)(C)c1ccc(C(=O)Nc2nonc2-c2nc3ccccc3[nH]2)cc1
-2,0,4,0.5,0,1,-12,6,12,CC1CCN(S(=O)(=O)c2ccc(NC(=O)[C@@H]3CCCC[C@@H]3C(=O)O)cc2)CC1
-3,-6,-1,x,1,10,-4,-1,3,COc1cc(CN2C(=O)C(C)ON=C2c2ccccc2F)cc(OC)c1 (stereo not given)
-4,4,0,0.4,0,1,3,4,4,CCN(CC(=O)NC1CCS(=O)(=O)C1)Cc1nc2c(Br)cc(Br)cc2c(=O)[nH]1 (stereo not given)
1,-11,-4,x,0,14,-20,1,14,Cc1ccc(F)c(S(=O)(=O)NC(=O)C2(C)CCN2C(=O)CC2CCCCC2)c1 (stereo not given)
-2,-3,9,1.7,3,6,0,-2,3,COc1ccc(-c2oc3cccnc3c2C#CC2(O)CCCCC2)cc1
0,-9,-2,-2.1,0,7,0,3,8,COc1ccc(/C=N/n2cc(-c3ccccc3)nc2N)cc1
-2,-3,-5,-1.6,3,-2,-2,13,7,COc1ccc(CNC(=O)c2ccc(Cn3nc(C)cc3C)o2)cc1
0,-22,-1,x,5,4,x,-6,x,COc1ccc(CCN2C(=O)c3ccccc3C2c2nnnn2-c2ccc3c(c2)OCCO3)cc1OC (stereo not given)
-6,18,-3,0.5,0,-10,-8,18,1,CCC1CCCCN1CCCNC(=O)Cn1cnc2sc(C)c(S(=O)(=O)N3CCC(C)CC3)c2c1=O (stereo not given)
1,-3,0,0.1,1,-3,0,-1,8,O=C(NCCO)/C(=C\c1ccco1)NC(=O)c1ccco1
-1,-10,2,0.0,5,0,-5,-1,19,COc1ccc([N+](=O)[O-])cc1NC(=O)CN(C)S(=O)(=O)c1ccccc1
2,1,0,0.9,4,-9,12,5,-4,CCC(Sc1nc2ccsc2c(=O)n1Cc1ccc(C(=O)O)cc1)C(=O)Nc1ccc(C)c(Cl)c1 (stereo not given)
2,0,-11,0.5,1,5,-10,6,13,CCc1nnc(NC(=O)CSc2nc3[nH]c(=O)cc(O)c3s2)s1
2,4,7,0.1,0,7,-6,0,9,COC(=O)NNC(=S)Nc1cc(OC)ccc1OC
-1,1,3,-0.9,1,5,-5,5,3,O=c1c(-c2ccccc2)cnc2n1CCS2
-1,7,-6,-2.0,0,-2,4,12,-4,O=C(C[n+]1cnn(CC(=O)c2ccc(Cl)cc2Cl)c1)c1ccc([N+](=O)[O-])cc1
4,-7,-1,-0.4,5,-7,-8,-1,8,CN(C)C(=O)/C(=C\c1ccc(-c2cccc([N+](=O)[O-])c2)o1)NC(=O)c1ccccc1
-1,0,-7,-1.8,-2,4,-3,-3,8,C/C(Cl)=C\Cn1c(Nc2ccc(C)cc2)nc2c1c(=O)n(C)c(=O)n2C
-3,3,0,-0.6,0,9,8,8,-6,O=C(NCCN1CCOCC1)c1ccc(=O)n(Cc2ccc(Cl)cc2)c1
2,-4,0,-0.4,1,0,-3,-3,3,Cc1cc(C(=O)NNC(=O)c2ccccc2O)c(C)o1
-4,-2,8,-5.6,1,-3,-20,-4,19,O=C(/C=C/c1ccc2c(c1)OCO2)c1cccnc1
-4,17,-6,-0.7,0,-6,-1,17,-4,CCOC(=O)c1cccc(NC(=O)CCc2nnc3ccc(N4CCOCC4)nn23)c1
-1,1,1,3.3,0,-2,24,7,-14,CC[C@H](C)[C@@H](NC(=O)O[C@@H]1C(=O)c2cc(OC)ccc2O[C@H]1c1ccc(OC)c(Br)c1)C(=O)OC
-1,-8,3,-0.5,0,-1,-6,-4,3,CN(C)c1ccc(C=NCCc2ccc(S(N)(=O)=O)cc2)cc1
1,-15,7,3.4,13,-6,16,-12,-9,CC(=O)c1ccc(N2CCN(S(=O)(=O)c3ccc4c5c3CC(=O)N5CC(C)S4)CC2)cc1 (stereo not given)
-4,-5,7,0.1,2,5,-8,-10,8,Cc1ccc(N2CCN(C(=O)C3CCCN(c4ncnc5c4nc4n5CCCCC4)C3)CC2)c(C)c1 (stereo not given)
0,-12,1,0.9,1,11,7,-4,-3,CCCn1nc(NC(=O)c2ccccn2)c2cc3cc(C)ccc3nc21
7,6,-8,-2.1,12,-4,8,6,-2,O=C(CNS(=O)(=O)c1ccc(F)cc1)Nc1ccc(C(F)(F)F)cc1
-2,-1,-2,-1.5,1,10,8,2,7,CCc1c(O)cc2n(c1=O)-c1ccccc1C2(C)C
-2,-11,-1,-1.0,1,6,-15,5,17,COc1ccc(CNC(=O)CN(C(=O)CCC(=O)Nc2nccs2)c2ccc(C)cc2)cc1
0,-3,3,-7.6,1,12,8,-4,0,CCNc1nc(NCC)n2c(SCC(=O)NC34CC5CC(CC(C5)C3)C4)nnc2n1

Source: PubChem BioAssay (several laboratories)
